PKA-R2B act = activators of PKA-R2B holoenzyme, primary screen, biochemical, fluorescence polarization, Cy5-IP20, human | cAMP-dependent protein kinase catalytic subunit beta (Homo sapiens) + cAMP-dependent … | PKA-R2B holoenzyme dissociation; R2B truncated from residue 108, S112A mutant; 0% DMSO only, 100% 113 µM cGMP | activation, % at 11.4 µM | 0.079% of 340,000 active | AID 504700, 2011;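 active = activation above a cutoff set at the mean over all compounds plus 3 SD, cut at about 18% in these data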;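 also: higher means more holoenzyme dissociation and a rise in polarization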
HTR5A inv ag = HTR5A inverse agonists in luminescence cell assay, primary screen, counter-screen for OPRM1-OPRD1 heterodimer inverse agonist project, full-deck HTS. 5-hydroxytryptamine receptor 5A (Homo sapiens), P47898. HTR5A cell line, inverse agonism. inhibition, % at 9.3 µM. 0.083% of 340,000 active. AID 504634, 2011; in the data active = inhibition mostly above about 23%, no sharp cut-off; inactive = mostly below about 18%;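 also: 0% = cells with DMSO and 100% = no-cell wells with DMSO; some compounds called inactive have numbers as strong as hits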
DSG3 Ab inh = inhibitors of pemphigus antibody binding to DSG3, primary screen, biochemical, bead-based, flow cytometry, scFv-GFP; binding (percent of control), % at 10 µM; 0.48% of 310,000 active; Desmoglein-3 (Homo sapiens), P32926; AID 588358, 2011; DSG3-coupled beads, scFv-anti-DSG3-GFP binding; hits give low values;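 active = binding more than 3 SD below its plate's average and above zero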;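 also: hits lower antibody fragment binding to DSG3; some compounds called inactive have numbers as strong as hits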
MOR-DOR inv ag = inverse agonists of MOR-DOR heterodimerization, primary screen, cell-based, luminescence; Mu-type opioid receptor (Homo sapiens) + Delta-type opioid receptor (Homo sapiens), …; cell-based MOR-DOR heterodimer luminescence, inverse agonism; inhibition, % at 9.3 µM; 0.21% of 340,000 active; AID 504357, 2011; in the data active = inhibition above about 22%, passing the limit was not always enough;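 also: 0% = cells with DMSO and 100% = wells without cells with DMSO; values of inactives mirror those of a sister screen read the other way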
Target sequence (P35372 whole entry, looked up): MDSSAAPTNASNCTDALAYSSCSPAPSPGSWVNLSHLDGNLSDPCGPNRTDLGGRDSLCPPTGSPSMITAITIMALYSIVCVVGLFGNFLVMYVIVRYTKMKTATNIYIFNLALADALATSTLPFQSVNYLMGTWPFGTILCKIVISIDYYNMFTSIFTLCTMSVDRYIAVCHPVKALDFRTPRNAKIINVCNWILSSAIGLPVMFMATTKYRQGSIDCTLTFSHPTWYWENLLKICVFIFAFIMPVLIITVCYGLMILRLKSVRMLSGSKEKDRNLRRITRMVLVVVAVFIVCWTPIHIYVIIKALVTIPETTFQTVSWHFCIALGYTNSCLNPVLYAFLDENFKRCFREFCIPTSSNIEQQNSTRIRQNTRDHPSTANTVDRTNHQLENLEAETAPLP
Target sequence (P41143 whole entry, looked up): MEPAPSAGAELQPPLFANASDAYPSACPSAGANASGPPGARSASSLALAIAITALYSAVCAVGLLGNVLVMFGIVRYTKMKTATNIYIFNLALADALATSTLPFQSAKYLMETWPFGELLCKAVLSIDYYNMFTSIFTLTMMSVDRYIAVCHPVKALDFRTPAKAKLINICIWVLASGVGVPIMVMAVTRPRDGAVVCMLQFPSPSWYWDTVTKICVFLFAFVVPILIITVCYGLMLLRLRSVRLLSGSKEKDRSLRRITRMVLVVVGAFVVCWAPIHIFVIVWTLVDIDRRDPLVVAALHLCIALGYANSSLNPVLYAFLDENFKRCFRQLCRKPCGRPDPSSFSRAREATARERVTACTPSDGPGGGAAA
MOR-DOR ag = agonists of OPRM1-OPRD1 heterodimerization, primary screen, cell-based, luminescence | cells | AID 504326, 2011 | Mu-type opioid receptor (Homo sapiens) + Delta-type opioid receptor (Homo sapiens), … | activation, % at 9.3 µM | 0.3% of 340,000 active; in the data active = activation above about 18%;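 also: 0% = vehicle-treated cells and 100% = reference agonist; values of inactives mirror those of a sister screen read the other way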
Arrestin-AP2 inh = inhibitors of beta-arrestin/AP2 binding, primary screen, biochemical, GPCR trafficking, flow cytometry; 0.31% of 340,000 active; FITC-arrestin peptide / GST-AP2 beads; AP2 beta2 appendage carries R879A mutation; inhibition, % at 10 µM;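 active = inhibition above a set limit, near 3 SD of compounds lacking own fluorescence, cut at about 54% in these data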;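 also: plate controls were DMSO wells for no effect and 5 µM unlabelled arrestin peptide for full effect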
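Test system: GST-tagged AP2 beta2-adaptin appendage (R879A) on 4 µm glutathione beads; also added: fluorescein-tagged arrestin peptide at 50 nM final; timing: 12 min plus 1 h, RT; signal: flow cytometry, FL1 (488/535 nm); read-out: percent drop in bead-associated FITC signal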
V-ATPase pHluor = regulators of yeast V-ATPase proton pumping, primary screen, pHLuorin cytosolic pH fluorescence; response, % at 10 µM; S. cerevisiae; AID 504577, 2011; 0.37% of 350,000 active; in the data active = response mostly above about 7.3%, no sharp cut-off; inactive = mostly below about 5.4%; also: actives read high; inactives centre near 0; some compounds called inactive have numbers as strong as hits; reference of the scale not given here
DAGLB inhibitor = DAGLB lipase inhibitors, primary screen, biochemical, fluorescence, HTS; inhibition, % at 5.17 µM; Diacylglycerol lipase-beta (Homo sapiens), Q8NCG7; 0.059% of 340,000 active; HEK293T DAGLB membrane lysate, EnzChek fluorogenic substrate; in the data active = inhibition above about 34%;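 also: 0% = enzyme with vehicle and 100% = wells lacking enzyme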
HTR5A ag ctr = HTR5A agonists in luminescence cell assay, primary screen, counter-screen for OPRM1-OPRD1 heterodimer agonist project, full-deck HTS. activation, % at 9.3 µM. 0.61% of 340,000 active. cell-based; in the data active = activation mostly above about 9.5%, no sharp cut-off; inactive = mostly below about 7.6%;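 also: 0% = cells with vehicle only and 100% = reference agonist; strong numbers were not always called active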
PKA-R1A act = activators of PKA-R1A holoenzyme, primary screen, biochemical, fluorescence polarization, Cy5-IP20, bovine R1A, mouse PKAc; PKA-R1A dissociation; scaled: DMSO 0%, 113 µM cGMP 100%; activation, % at 11.4 µM; 0.083% of 340,000 active;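 active = percent activation above the mean of all tested compounds plus 3 SD, cut at about 19% in these data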;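 also: higher means more PKAc released from R1A so a rise in polarization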
Active calls of the source: *; x = no result given.

Fields – PKA-R2B act	HTR5A inv ag	DSG3 Ab inh	MOR-DOR inv ag	MOR-DOR ag	Arrestin-AP2 inh	V-ATPase pHluor	DAGLB inhibitor	HTR5A ag ctr	PKA-R1A act
> O=C(Cn1cccc1C(=O)c1ccccc1)NCCN1CCOCC1
  -6	7	116	8	-1.5	7	1	4	-2	1
> Cc1ccc2c(c1)N=C(c1ccc(Cl)cc1)CO2
  -3	12	109	-8	1.7	1	4	-16	-5	-3
> CCn1c(C)cc(O)c(C(=O)Nc2cccc(Cl)c2)c1=O
  -19	13	95	5	-1.0	15	-1	-3	5	-8
> C=CCSc1ccc(S(=O)(=O)N2CCN(C)CC2)cn1
  6	-11	99	16	-3.0	-9	-7	-1	3	-3
> CC(C)C1=CC(=NS(=O)(=O)c2cccc([N+](=O)[O-])c2)C=C(C(C)C)C1=O
  -5	-28	114	-10	2.2	-7	-4	3	3	-3
> CC(C)CCNc1nc(N)c([N+](=O)[O-])c(NCC2CCCO2)n1 (configuration not stated)
  2	16	102	-24	3.6	1	2	-2	2	-5
> COc1ccc(NC(=S)N(CCCN2CCN(C)CC2)Cc2cccs2)cc1
  -3	12	109	15	-2.8	2	3	-3	1	-2
> CCN(CC)S(=O)(=O)c1ccc(-c2nnc(SCC(=O)N3c4ccccc4CC3C)o2)cc1 (configuration not stated)
  -2	3	100	17	-3.0	4	3	-1	1	1
> O=C(Nc1ccc(F)cc1)C1CC2CCC1C2 (configuration not stated)
  2	-14	107	4	-0.8	-19	2	-3	1	0
> O=c1[nH][nH]cc1C=Nc1cc(Cl)ccc1O
  -5	-4	90	-24	3.3	-1	-3	0	2	-4
> O=C(COC(=O)CCOc1ccccc1)NCCc1ccccc1
  -23	4	102	11	-2.0	13	3	-2	-1	7
> CCOc1ccccc1C1C(C#N)=C(N)Nc2onc(-c3ccccc3)c21 (configuration not stated)
  -8	24	102	2	-0.4	3	-2	2	-7	-12
> COc1ccc(Cl)cc1NC(=O)NCC1CCN(C(=O)OC(C)(C)C)CC1
  9	-5	101	0	0.1	-1	1	-2	2	-5
> C=CCn1cc(C(=O)OCC)c(=O)c2ccc(F)cc21
  0	-61	96	12	-2.4	25	-1	0	3	5
> O=C(O)C1C2C=CC(C2)C1C(=O)NCc1ccc2c(c1)OCO2 (configuration not stated)
  -8	20	98	8	-1.5	27	2	-2	-1	-19
> CC(=O)Nc1cccc(Oc2ccc([N+](=O)[O-])cc2Cl)c1
  2	19	105	-4	0.9	6	-4	-4	5	-5
> Cc1cc(C(=O)COC(=O)CC2Sc3ccccc3NC2=O)c(C)n1-c1ccc(Br)cc1 (configuration not stated)
  -5	0	x	12	-2.3	9	-3	3	2	-7
> O=C(Cc1noc2ccccc12)NNC(=S)Nc1ccccc1
  -2	0	113	4	-0.9	-20	-6	-1	0	-3
> Fc1ccc(NC(=S)NCc2ccccc2Cl)cc1
  -8	2	x	7	-1.5	5	0	-2	4	-10
> COc1ccc(S(=O)(=O)N2CCC3(CC2)OCCN3S(=O)(=O)c2cccs2)cc1
  -5	-2	122	-2	0.5	5	0	-3	1	-4
> Cn1c(=O)c2c(ncn2CC(=O)OCC(=O)NCc2ccc(Cl)cc2)n(C)c1=O
  -2	-1	101	-11	1.6	11	-1	-1	-1	-16
> CC(C)(C)n1nc(-c2ccc(Cl)cc2)c2c(N)ncnc21
  -1	-21	98	-24	4.1	-14	3	-3	1	-4
> O=C(Cc1n[nH]c(=O)c2ccccc12)OCC(=O)N(Cc1ccccc1)Cc1ccccc1
  15	4	98	10	-1.9	5	5	-3	-1	4
> COc1cccc(C(=O)CSc2nnnn2C2CCCCC2)c1
  -2	-3	100	3	-0.4	20	-6	-5	1	-4
> O=C(COC(=O)c1cccs1)NCCN1C(=O)CSC1=O
  -9	-2	99	7	-1.2	0	-4	1	2	8
> COc1ccccc1CNS(=O)(=O)c1c(C(=O)N2CCCCC2)c(C)n(C)c1C
  -5	-7	99	17	-3.3	3	0	2	2	2
> COc1ccc(C(=O)NNC(=O)C2CCCN(C3CC(=O)N(c4ccccc4)C3=O)C2)cc1 (configuration not stated)
  -7	6	107	9	-1.6	-6	4	2	8	12
> COc1ccc(C(=O)Nc2cc(=O)[nH]c3ncnn23)cc1
  -7	-22	95	12	-2.3	2	2	2	5	-13
> Cc1c(NC(=O)c2ccc3nsnc3c2)cccc1[N+](=O)[O-]
  -1	-2	102	20	-3.8	45	1	-1	1	-5
> CCS(=O)(=O)NCC(c1ccco1)N1CCN(c2ccccc2)CC1 (configuration not stated)
  -6	3	119	-6	1.0	9	-1	-1	-1	9

Next records follow.
Abbreviations – A = PKA-R2B act; B = HTR5A inv ag; C = DSG3 Ab inh; D = MOR-DOR inv ag; E = MOR-DOR ag; F = Arrestin-AP2 inh; G = V-ATPase pHluor; H = DAGLB inhibitor; I = HTR5A ag ctr; J = PKA-R1A act
COc1ccc(/C=N/NC(=O)c2ccncc2)cc1[N+](=O)[O-]
  A: -11	B: -6	C: 93	D: -23	E: 3.1	F: 28	G: -1	H: -2	I: 2	J: -3

CCN(CC)C(=S)Oc1c(Cl)cccc1Cl
  A: 1	B: -32	C: 110	D: 4	E: -0.8	F: -3	G: 6	H: -9	I: -3	J: 2

CCOC(=O)C1=C(C)Nc2sc(C(=O)c3ccc(F)cc3)c(N)c2C1c1ccc(C(=O)OC)cc1 (configuration not stated)
  A: 3	B: 7	C: 94	D: -2	E: 0.4	F: 16	G: -7	H: 5	I: 0	J: -6

COc1c2ccoc2nc2c(OC)c(O)ccc12
  A: 4	B: -62	C: 104	D: 6	E: -1.1	F: 7	G: 1	H: -11	I: 8	J: 5

COC(=O)c1ccc2c(=O)n(CC3CCCO3)c(SCC(=O)Nc3ccccc3Cl)nc2c1 (configuration not stated)
  A: 3	B: -10	C: 97	D: 9	E: -1.8	F: 5	G: 2	H: -1	I: -2	J: -5

CCOC(=O)C1=C(COC(=O)C2CC(=O)N(c3ccccc3F)C2)NC(=O)NC1C (configuration not stated)
  A: 5	B: -9	C: 99	D: 8	E: -1.9	F: 16	G: 3	H: 0	I: 4	J: 0

CC1(C)Cc2c(cnn2-c2ccccc2)C(NC(=O)CCc2ccncc2)C1 (configuration not stated)
  A: -6	B: -20	C: x	D: 3	E: -0.6	F: 14	G: -2	H: 1	I: 0	J: -3

COc1cccc(CNC(=O)CNC(=O)N2CC(=O)Nc3ccccc32)c1
  A: -2	B: 1	C: 126	D: 9	E: -1.7	F: -1	G: -2	H: 1	I: 8	J: -12

CSc1cccc(CN2CCC(CCC(=O)NC3CC3)CC2)c1
  A: -10	B: -11	C: 106	D: -11	E: 2.0	F: 6	G: -1	H: -4	I: 0	J: -12

CC(=O)N1CCN(Cc2nc3cc(NC(=O)c4cccs4)ccc3n2C)CC1
  A: -1	B: -34	C: 88	D: 12	E: -2.0	F: -5	G: 3	H: 4	I: 1	J: 1

Nc1ccccc1S(=O)(=O)NCCCCc1ccccc1
  A: -2	B: -28	C: 102	D: -12	E: 2.4	F: 6	G: 2	H: -4	I: 7	J: 0

Cc1cc(S(=O)(=O)Nc2ccc(C(=O)N3CC(C)OC(C)C3)cc2)ccc1F (configuration not stated)
  A: 9	B: -22	C: 107	D: -12	E: 1.8	F: -7	G: -1	H: 0	I: 7	J: 10

COc1c(Br)cc(Br)cc1/C=C1/C(=O)N=C(N)N1C
  A: 3	B: 9	C: 100	D: 19	E: -4.1	F: 5	G: -1	H: 0	I: -2	J: 0

COc1c(Cl)cc(C(=O)Nc2ccccc2C(=O)O)cc1Cl
  A: -4	B: -15	C: 119	D: -1	E: 0.1	F: 15	G: 1	H: 15	I: 6	J: -1

7 neighbouring entries already listed, quoted:
Abbreviations – A = PKA-R2B act; B = HTR5A inv ag; C = DSG3 Ab inh; D = MOR-DOR inv ag; E = MOR-DOR ag; F = Arrestin-AP2 inh; G = V-ATPase pHluor; H = DAGLB inhibitor; I = HTR5A ag ctr; J = PKA-R1A act
COc1cccc(CNC(=O)CNC(=O)N2CC(=O)Nc3ccccc32)c1
  A: -2	B: 1	C: 126	D: 9	E: -1.7	F: -1	G: -2	H: 1	I: 8	J: -12

CSc1cccc(CN2CCC(CCC(=O)NC3CC3)CC2)c1
  A: -10	B: -11	C: 106	D: -11	E: 2.0	F: 6	G: -1	H: -4	I: 0	J: -12

CC(=O)N1CCN(Cc2nc3cc(NC(=O)c4cccs4)ccc3n2C)CC1
  A: -1	B: -34	C: 88	D: 12	E: -2.0	F: -5	G: 3	H: 4	I: 1	J: 1

Nc1ccccc1S(=O)(=O)NCCCCc1ccccc1
  A: -2	B: -28	C: 102	D: -12	E: 2.4	F: 6	G: 2	H: -4	I: 7	J: 0

Cc1cc(S(=O)(=O)Nc2ccc(C(=O)N3CC(C)OC(C)C3)cc2)ccc1F (configuration not stated)
  A: 9	B: -22	C: 107	D: -12	E: 1.8	F: -7	G: -1	H: 0	I: 7	J: 10

COc1c(Br)cc(Br)cc1/C=C1/C(=O)N=C(N)N1C
  A: 3	B: 9	C: 100	D: 19	E: -4.1	F: 5	G: -1	H: 0	I: -2	J: 0

COc1c(Cl)cc(C(=O)Nc2ccccc2C(=O)O)cc1Cl
  A: -4	B: -15	C: 119	D: -1	E: 0.1	F: 15	G: 1	H: 15	I: 6	J: -1
